Apaf-1 inh = human Apaf-1 inhibition; inhibition, % at 20 µM; reconstituted apoptosome caspase-3 activity, DEVD-Rh110 fluorescence; 0.71% of 330,000 active; O14727; active = inhibition of at least 40% at 20 µM;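 note: plate controls were DMSO wells for no effect and DEVD-CHO caspase inhibitor wells for full effect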
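Material: reconstituted apoptosome with Apaf-1, cytochrome c, caspase-9, procaspase-3, dATP; medium: pH 7.5 Hepes buffer with CHAPS, BSA, DTT; also added: cytochrome c and DEVD-Rh110 substrate; timing: 30 min plus 50 min, RT; signal: Rh110 fluorescence intensity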
SENP8 block-1 = inhibitors of human SENP8 protease; Q96LD8; recombinant SENP8, Nedd8 substrate fluorescence; 0.64% of 360,000 active; AID 602440; inhibition, % at 20 µM; in the data active = inhibition mostly above about 40%, no sharp cut-off; inactive = mostly below about 27%
Target sequence (Q96LD8 whole entry, looked up): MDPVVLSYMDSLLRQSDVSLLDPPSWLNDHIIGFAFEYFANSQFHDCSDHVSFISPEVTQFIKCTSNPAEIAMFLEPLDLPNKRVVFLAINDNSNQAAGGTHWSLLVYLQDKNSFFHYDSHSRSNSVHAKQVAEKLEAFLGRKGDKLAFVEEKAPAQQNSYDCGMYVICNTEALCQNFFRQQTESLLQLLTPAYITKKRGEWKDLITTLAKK
SENP1 inh = blocks the human SENP1 SUMO protease catalytic domain; recombinant SENP1 catalytic domain, CyPet-SUMO1-YPet FRET cleavage; AID 624204; 0.21% of 360,000 active; inhibition, % at 10 µM; Q9P0U3;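 active = inhibition at least 30% at 10 µM, raw YFP signal under a set limit, fluorescence ratio 0.5 to 1.5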;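 note: 0% = enzyme with DMSO and 100% = no enzyme wells; some results filed as inactive read as strong as hits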
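Test system: recombinant human SENP1 catalytic domain, His6-tagged / Medium: pH 8 Tris buffer with EDTA, NaCl, BME, BSA, NP40, catalase / Also added: SUMO1 FRET substrate flanked by Cypet and Ypet, 25 nM / Times: 50 min reaction at room temperature / Signal: FRET, CFP and YFP emission / Control set: no-enzyme low control and enzyme-plus-DMSO high control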
HKDC1 inh = blocks human hexokinase HKDC1 activity. AID 493160. Q2TB90. 0.16% of 340,000 active. recombinant HKDC1, G6PDH/diaphorase resazurin coupled fluorescence. inhibition, % at 20 µM;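 active = inhibition above about 35% when tested at 20 µM, limit read from the data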;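 note: plate controls were DMSO wells with enzyme for no effect and DMSO wells lacking enzyme for full effect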
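Assay system: in-house recombinant HK5 (HKDC1) enzyme. Input: HKDC1 at 5 µg/mL. Medium: Tris pH 8.0 buffer with MgCl2, Tween-20, BSA, BME. Dosing: single 20 µM dose. Schedule: 90 min reaction incubation at room temperature, dark. Signal: resazurin-to-resorufin fluorescence via G6PDH and diaphorase coupling, 525/613 nm. Controls: DMSO-enzyme wells negative, buffer-substituted wells positive.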
NALP3 yeast inh = inhibitors of NALP3 inflammasome in yeast; Yeast reconstituted NLRP3/ASC/caspase-1, beta-gal luminescence, 24 h; inhibition, % at 10 µM; 0.39% of 330,000 active;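 active = inhibition of 50% or more; inactive = inhibition below 50%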;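 note: plate controls were induced DMSO wells for no effect and uninduced yeast grown without galactose for full effect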
SENP7 block = SENP7 protease inhibition; 1.5% of 330,000 active; inhibition, % at 5 µM; recombinant SENP7, Z-RLRGG-aminoluciferin luminescence, 40 min;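 active = inhibition above about 50% at the single test dose, limit read from the data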;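 note: plate controls were DMSO with enzyme for no effect and no enzyme buffer wells for full effect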
Target sequence (Q9BQF6 706-1050 limits assumed): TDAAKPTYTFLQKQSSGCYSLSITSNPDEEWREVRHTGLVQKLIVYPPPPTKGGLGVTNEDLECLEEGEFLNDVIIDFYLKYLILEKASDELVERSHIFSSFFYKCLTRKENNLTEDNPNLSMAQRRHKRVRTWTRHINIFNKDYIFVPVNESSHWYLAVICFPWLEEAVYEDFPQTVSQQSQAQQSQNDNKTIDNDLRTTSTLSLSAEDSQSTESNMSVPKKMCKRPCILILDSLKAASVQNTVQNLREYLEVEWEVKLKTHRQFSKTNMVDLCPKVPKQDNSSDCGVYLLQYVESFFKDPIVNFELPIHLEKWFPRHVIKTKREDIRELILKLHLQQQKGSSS
PfG6PD inh = PfG6PD (Plasmodium falciparum) enzyme inhibition | AID 504690 | 0.78% of 350,000 active | inhibition, % at 20 µM | PfGluPho enzyme, NADPH resazurin-diaphorase fluorescence;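 active = inhibition reaching at least a set limit at 20 µM in the primary screen, cut at about 59% in these data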;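 note: 0% = DMSO wells with substrate and 100% = DMSO wells lacking glucose-6-phosphate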
SENP6 inh = SENP6 protease inhibition. Q9GZR1. Recombinant SENP6 catalytic domain, aminoluciferin luminescence. inhibition, % at 10 µM. 1.8% of 330,000 active. AID 2599;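 active = inhibition above about 50% at the single tested dose, limit read from the data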;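 note: plate controls were DMSO wells with enzyme for no effect and DMSO wells lacking enzyme for full effect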
Target sequence (Q9GZR1 628-1112 limits assumed): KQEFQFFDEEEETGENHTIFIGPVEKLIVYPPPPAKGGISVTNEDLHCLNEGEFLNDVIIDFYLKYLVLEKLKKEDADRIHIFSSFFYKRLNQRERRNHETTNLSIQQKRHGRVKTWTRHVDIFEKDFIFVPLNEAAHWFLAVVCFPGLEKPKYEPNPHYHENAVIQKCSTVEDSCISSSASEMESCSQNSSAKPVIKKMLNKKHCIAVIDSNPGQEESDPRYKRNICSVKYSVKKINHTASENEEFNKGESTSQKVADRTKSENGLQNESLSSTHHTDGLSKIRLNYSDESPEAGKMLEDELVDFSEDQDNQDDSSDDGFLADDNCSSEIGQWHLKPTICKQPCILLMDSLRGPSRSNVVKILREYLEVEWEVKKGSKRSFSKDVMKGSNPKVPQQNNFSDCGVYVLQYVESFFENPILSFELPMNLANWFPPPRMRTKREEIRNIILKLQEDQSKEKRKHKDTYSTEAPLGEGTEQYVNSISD
SENP8 block-2 = blocks the human protease SENP8. inhibition, % at 10 µM. purified SENP8, Z-RLRGG-aminoluciferin cleavage, luminescence. AID 2540. 1.2% of 330,000 active; in the data active = inhibition above about 50%
* = called active by the depositor; x = not tested or not shown.

cpd | structure | Apaf-1 inh | SENP8 block-1 | SENP1 inh | HKDC1 inh | NALP3 yeast inh | SENP7 block | PfG6PD inh | SENP6 inh | SENP8 block-2
1 | CCOC(=O)Cn1c(S(=O)(=O)Cc2ccc(Cl)cc2)nc(-c2ccccc2)c1-c1ccccc1 | 7 | 30 | 0 | 2 | 9 | -4 | 2 | -1 | 2
2 | CCCNC(=O)NCc1ccc(N2CCCC2=O)cc1 | 3 | 11 | 2 | -6 | 5 | 2 | -13 | 2 | 0
3 | O=C(CSc1nnc(CNC(=O)c2ccc(F)cc2)o1)NCCc1ccccc1 | -4 | 10 | 1 | -4 | 3 | 16 | -3 | -14 | -5
4 | Cc1ccc(C(=O)NN2CCOCC2)cc1 | 2 | 2 | 3 | -5 | -13 | 2 | -8 | -10 | -1
5 | CCOc1cccc(C(=O)N/N=C/c2ccoc2)c1 | -6 | 4 | 0 | -4 | 0 | 1 | 17 | -2 | -5
6 | COc1cc(SC)ccc1C(=O)NCCOc1ccc(C)c(C)c1 | 13 | 4 | 0 | 0 | 14 | -4 | 6 | -12 | -4
7 | Cn1c(N)c(C(=O)COC(=O)Cc2cccc(C(F)(F)F)c2)c(=O)n(C)c1=O | 9 | 5 | 1 | -3 | 4 | -7 | 11 | -15 | -11
8 | COc1ccc2[nH]c(=O)c(CN(Cc3cccs3)Cc3nnnn3Cc3ccccc3)cc2c1 | 26 | -292 | -37 | -1 | 11 | 13 | 25 | 0 | 10
9 | CC(=O)N=c1n(C)c2ccccc2n1CCOc1ccccc1 | 7 | 12 | 1 | -11 | 16 | 3 | -3 | 3 | 3
10 | Cc1[nH]c(C)c(S(=O)(=O)NCc2ccccc2Cl)c1C(=O)N1CCCC1 | 0 | 2 | 1 | 0 | -10 | -7 | -8 | -15 | -4
11 | Cc1ccc(S(=O)(=O)CC(=O)c2ccccc2)cc1 | 4 | 32 | 1 | -7 | 15 | 1 | 9 | -17 | -3
12 | Nc1ccc(S(=O)(=O)NC2=NCCCCC2)cc1N | -4 | 6 | -23 | -4 | -6 | -6 | -5 | 18 | 4
13 | COCCN(C(=O)CSc1nc(-c2ccccc2)cn1N)c1c(N)n(Cc2ccccc2)c(=O)[nH]c1=O | 1 | -35 | 0 | -4 | 7 | 5 | 12 | 10 | -3
14 | COc1ccc(CNC(=O)C2CCN(S(=O)(=O)c3ccc(Br)s3)CC2)cc1 | 15 | 8 | 3 | -1 | 19 | 13 | -11 | -8 | -2
15 | Cc1cc(N(C)C)ccc1[N+](=O)[O-] | -10 | 19 | 0 | 7 | 9 | -8 | -2 | -11 | -13

Complete entries, quoted from the list. Order of values: Apaf-1 inh | SENP8 block-1 | SENP1 inh | HKDC1 inh | NALP3 yeast inh | SENP7 block | PfG6PD inh | SENP6 inh | SENP8 block-2
COCCN(C(=O)CSc1nc(-c2ccccc2)cn1N)c1c(N)n(Cc2ccccc2)c(=O)[nH]c1=O reads 1 | -35 | 0 | -4 | 7 | 5 | 12 | 10 | -3
COc1ccc(CNC(=O)C2CCN(S(=O)(=O)c3ccc(Br)s3)CC2)cc1 reads 15 | 8 | 3 | -1 | 19 | 13 | -11 | -8 | -2
CCCNC(=O)NCc1ccc(N2CCCC2=O)cc1 reads 3 | 11 | 2 | -6 | 5 | 2 | -13 | 2 | 0
COc1ccc2[nH]c(=O)c(CN(Cc3cccs3)Cc3nnnn3Cc3ccccc3)cc2c1 reads 26 | -292 | -37 | -1 | 11 | 13 | 25 | 0 | 10

New compounds follow
cpd | structure | Apaf-1 inh | SENP8 block-1 | SENP1 inh | HKDC1 inh | NALP3 yeast inh | SENP7 block | PfG6PD inh | SENP6 inh | SENP8 block-2
16 | COc1ccc(NC(=O)CCCn2c(=O)c3sccc3n(Cc3ccc(C)cc3)c2=O)cc1 | 9 | 14 | 1 | 7 | -2 | -5 | -26 | -22 | -9
17 | COC(=O)CCC(=O)OC1(C)C(=O)C2=CN(Cc3ccccc3)C(c3ccc(OC)cc3)=CC2=C(Br)C1=O (stereo not given) | 31 | -73 | -49 | 43* | 15 | 11 | 78* | 14 | 4
18 | Cc1cn([C@H](C(=O)NCCCCCCCCCCC(=O)N2CCNCC2)[C@@H](C)O)nn1 | -13 | 16 | 1 | 0 | 15 | 8 | 2 | 5 | -4
19 | COc1cccc(CN(C)C(=S)Nc2ccc(C)c(C)c2)c1 | 13 | 13 | -1 | -3 | 9 | -4 | 0 | -8 | -2
20 | CC(=O)N/C(=N/c1nc(C)cc(C)n1)Nc1cccc(C)c1C | 3 | 13 | 3 | -6 | 13 | -2 | 3 | 21 | 8
21 | COc1ccc(C(=O)COC(=O)/C=C/c2ccccc2[N+](=O)[O-])cc1 | 9 | 18 | 2 | 16 | 13 | 0 | -3 | -15 | -24
22 | Cc1cc(C)cc(OCCn2ccnc2)c1 | -6 | 12 | 1 | -4 | 11 | -6 | 14 | -15 | -1
23 | COc1cc(C2Nc3ccccc3NC3=C2C(=O)CC(c2ccc(OC)c(OC)c2)C3)ccc1O (stereo not given) | -18 | -8 | 1 | 8 | -9 | -2 | 13 | -4 | 5
24 | c1ccc2[nH]c(SCc3cn4cccnc4n3)nc2c1 | 1 | -82 | -3 | -7 | 4 | -1 | 15 | -2 | -8
25 | COCCCN(CC(=O)Nc1ccc(N2CCOCC2)cc1)S(=O)(=O)c1ccccc1 | 3 | 7 | 0 | -8 | -10 | -5 | -2 | -3 | 6
26 | COc1ccccc1NS(=O)(=O)c1cccc(C(=O)NNC(=O)c2ccc(=O)[nH]c2)c1 | -8 | 11 | 1 | 7 | 5 | 5 | 1 | -6 | 0
27 | CN1C(=O)c2ccc(Oc3ccccc3)cc2C1=O | -1 | 1 | 2 | -2 | 27 | -7 | 0 | -4 | -3
28 | Cc1c(C(=O)OCC(=O)NC(C)c2ccccc2)oc2ccccc12 (stereo not given) | 14 | 12 | 3 | -8 | 27 | 8 | -3 | -21 | 1
29 | CCCCC[C@H]1CN(CCc2ccccc2)C(=O)[C@@H]1CC(=O)NCc1ccc(OC)cc1 | 26 | 11 | 3 | 9 | 26 | -1 | 10 | 2 | -1
30 | O=C(Nc1ccccc1-c1nc2ccccc2[nH]1)c1ccc(N2C(=O)CCC2=O)cc1 | -9 | -292 | 10 | -6 | -2 | -5 | -6 | 9 | 8

Screen by screen, quoted from above.
HKDC1 inh, entries 17 to 27 → 43*, 0, -3, -6, 16, -4, 8, -7, -8, 7, -2

(cont.)
cpd | structure | Apaf-1 inh | SENP8 block-1 | SENP1 inh | HKDC1 inh | NALP3 yeast inh | SENP7 block | PfG6PD inh | SENP6 inh | SENP8 block-2
31 | COc1ccccc1NC(=O)CSc1nncs1 | 19 | 11 | 0 | -9 | 14 | 0 | 1 | -40 | -13
32 | CCN1C(=O)[C@H]2[C@@H](c3ccc(C)cc3)N3C(=O)N(c4ccc(OC)cc4)C(=O)[C@@]3(CC)[C@H]2C1=O | -4 | 0 | 1 | 2 | 1 | -3 | 16 | -18 | 4
33 | O=C(CSc1ccc(-c2ccco2)nn1)Nc1ccc(F)cc1 | -8 | -5 | 1 | -1 | 22 | 10 | 22 | -5 | -11
34 | Cn1nc(-c2ccc(Cl)cc2)c2cc(C(=O)NC3CC3)sc21 | 0 | -53 | 1 | 1 | 22 | -1 | -6 | -6 | -2
35 | CN(C)S(=O)(=O)c1ccc(N=Cc2c(C(F)(F)F)[nH]n(C)c2=O)cc1 | -6 | 16 | 2 | 7 | -5 | 7 | 8 | -2 | 5
36 | CCC(C)c1c(O)nc(SCC(=O)c2ccccc2)[nH]c1=O (stereo not given) | -5 | -10 | 1 | -15 | 6 | 6 | 1 | -2 | -5
37 | Cc1c2c(nc3c(C)cccc13)OC(C)C2 (stereo not given) | -1 | -14 | -7 | -9 | 22 | -3 | 12 | 0 | -2
38 | COc1ccc(-c2nn(-c3ccccc3)cc2C(=O)O)cc1N | -17 | 7 | 4 | -5 | 17 | 1 | -27 | 2 | -4
39 | COc1ccc(CNCC(=O)Nc2sccc2C#N)cc1 | 7 | x | x | -3 | 27 | -4 | -5 | -33 | 4
40 | O=C1COc2ccc(C(=O)COC(=O)c3ccc4ccccc4n3)cc2N1 | -3 | 11 | 1 | -4 | 0 | 1 | -29 | -15 | -4
41 | S=c1[nH]nc(-c2ccccc2Cl)n1Cc1ccccc1 | 0 | -3 | 0 | -8 | 25 | 2 | 35 | 0 | 3
42 | Cc1nnsc1C(=O)Nc1cc(Cl)ccc1Cl | 3 | 8 | 0 | 6 | -41 | -1 | -25 | 7 | 2
43 | C/C(CC(=O)Nc1cccc(C(F)(F)F)c1)=N/NC(=O)C(=O)NCCO | 0 | 37 | 0 | -4 | -4 | 0 | -15 | -14 | -9
44 | CC(C)Cn1c(=O)[nH]c2ccccc21 | 9 | 21 | 2 | -6 | 12 | -7 | -15 | -20 | -9
45 | O=S(=O)(c1cccc(-c2csc(-c3cccnc3)n2)c1)N1CCCCC1 | -1 | 12 | -3 | 6 | 24 | -3 | 8 | -3 | -5

4 records drawn at random from the list so far, as already listed:
cpd | structure | Apaf-1 inh | SENP8 block-1 | SENP1 inh | HKDC1 inh | NALP3 yeast inh | SENP7 block | PfG6PD inh | SENP6 inh | SENP8 block-2
40 | O=C1COc2ccc(C(=O)COC(=O)c3ccc4ccccc4n3)cc2N1 | -3 | 11 | 1 | -4 | 0 | 1 | -29 | -15 | -4
37 | Cc1c2c(nc3c(C)cccc13)OC(C)C2 (stereo not given) | -1 | -14 | -7 | -9 | 22 | -3 | 12 | 0 | -2
39 | COc1ccc(CNCC(=O)Nc2sccc2C#N)cc1 | 7 | x | x | -3 | 27 | -4 | -5 | -33 | 4
36 | CCC(C)c1c(O)nc(SCC(=O)c2ccccc2)[nH]c1=O (stereo not given) | -5 | -10 | 1 | -15 | 6 | 6 | 1 | -2 | -5

Continued.
cpd | structure | Apaf-1 inh | SENP8 block-1 | SENP1 inh | HKDC1 inh | NALP3 yeast inh | SENP7 block | PfG6PD inh | SENP6 inh | SENP8 block-2
46 | Cc1ccc(S(=O)(=O)c2c(C)cc(-c3ccccc3)[nH]c2=O)cc1 | -2 | -263 | 3 | -4 | 2 | -5 | -28 | -8 | -2
47 | CCn1cc(C(=O)Nc2ccc(OC)c(S(=O)(=O)N3CCCCC3)c2)c(=O)c2ccc(C)nc21 | 16 | 32 | 2 | 1 | -1 | 4 | 1 | 17 | -2
48 | CN(C(=O)CN1C(=O)/C(=C/c2ccc(Cl)cc2)SC1=S)C1CCS(=O)(=O)C1 (stereo not given) | 15 | 24 | 4 | 2 | 12 | 0 | 12 | 12 | 2
49 | Cc1ccccc1Cn1c(=O)[nH]c2ccccc21 | 7 | 4 | 0 | -5 | 4 | -6 | 7 | -12 | 3
50 | CC(CN1CCCCC1)OC(=O)c1cccc(F)c1 (stereo not given) | -13 | 2 | 1 | 2 | 23 | 7 | -3 | 0 | -4

Screening data: PubChem BioAssay, Sanford-Burnham Center for Chemical Genomics
